p97 inhibitor: inhibitors of human p97 ATPase, primary screen, biochemical; Transitional endoplasmic reticulum ATPase (Homo sapiens), P55072; recombinant p97 ATPase, Kinase-Glo ATP luminescence, 3 h; inhibition, % at 8 µM; hit rate 0.42% among 220,000; AID 1481, 2009; in the data active means inhibition above about 15%;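 further: 0% = DMSO vehicle and 100% = wells lacking enzyme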
Hck Nef HTS: inhibitors of Nef-activated human Hck kinase, primary screen, biochemical, Z-Lyte FRET, 384-well, Hck-YEEI; Tyrosine-protein kinase HCK (Homo sapiens), P08631; Recombinant Hck-YEEI plus Nef, Z-Lyte FRET kinase assay; inhibition, % at 20 µM; hit rate 0.68% among 220,000; AID 463187, 2010;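 active means Hck-Nef kinase inhibition above about 50%, limit read from the data; inactive means inhibition below that limit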;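 further: 0% = DMSO with Hck plus Nef and 100% = Hck alone without Nef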
Runt-CBFb FRET: inhibitors of RUNX1 Runt–CBFb binding, primary screen, biochemical, FRET, Cerulean-Runt, Venus-CBFb, uHTS; Runt-related transcription factor 1 (Homo sapiens) + Core-binding factor subunit beta …; Cerulean-Runt/Venus-CBFb FRET ratio 530/480, 1 h; inhibition, % at 20 µM; hit rate 0.46% among 220,000; AID 1496, 2009;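 active means inhibition over about 50% at 20 µM in the single-dose screen, limit read from the data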;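 further: 0% = DMSO wells and 100% = excess unlabeled CBFb competitor control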
Target sequence (Q01196 whole entry, looked up): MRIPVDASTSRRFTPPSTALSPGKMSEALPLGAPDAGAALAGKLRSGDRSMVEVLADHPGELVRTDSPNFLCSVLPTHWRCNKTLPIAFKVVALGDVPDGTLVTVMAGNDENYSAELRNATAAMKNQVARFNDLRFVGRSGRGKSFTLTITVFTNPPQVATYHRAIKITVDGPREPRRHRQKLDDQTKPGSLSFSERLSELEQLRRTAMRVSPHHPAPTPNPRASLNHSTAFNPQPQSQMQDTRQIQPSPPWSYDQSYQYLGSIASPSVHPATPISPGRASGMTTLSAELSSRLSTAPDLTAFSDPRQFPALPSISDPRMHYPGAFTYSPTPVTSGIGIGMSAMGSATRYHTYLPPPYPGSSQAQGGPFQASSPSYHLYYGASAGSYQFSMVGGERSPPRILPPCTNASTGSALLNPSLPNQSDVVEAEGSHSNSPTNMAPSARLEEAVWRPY
Target sequence (Q13951 whole entry, looked up): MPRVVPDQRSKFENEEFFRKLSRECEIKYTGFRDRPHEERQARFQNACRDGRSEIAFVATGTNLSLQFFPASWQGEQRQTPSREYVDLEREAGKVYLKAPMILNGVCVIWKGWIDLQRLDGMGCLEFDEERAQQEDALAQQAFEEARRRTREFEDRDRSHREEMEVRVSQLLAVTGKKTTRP
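test system = Cerulean-Runt domain fusion protein, energy donor | probe or stimulus = Venus-CBFb binding partner, 100 nM | incubation = two 1 h room-temperature incubations shielded from light | detection = fluorescence energy transfer, 422 nm excitation, 530/480 nm emission | measure = loss of energy transfer signal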
NPY2 pot ag: NPY-Y2 potentiators or agonists, primary screen, cell-based | hit rate 0.45% among 220,000 | Neuropeptide Y receptor type 2 (Homo sapiens), P49146 | activation, % at 3.6 µM | cells expressing NPY-Y2, potentiator/agonist read-out; in the data active means activation above about 27%;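 further: cells stimulated with NPY near EC25 plus isoproterenol at EC100; 0% = vehicle plus submaximal agonist and 100% = vehicle plus saturating agonist; some results beyond the cut were filed as inactive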
NPY1 pot ag: NPY-Y1 receptor potentiators or agonists, primary screen, cell-based. activation, % at 3.6 µM. AID 1304, 2008. Neuropeptide Y receptor type 1 (Homo sapiens), P25929. NPY-Y1 expressing cells, potentiator/agonist activation. hit rate 0.37% among 220,000; in the data active means activation above about 33%, passing the limit was not always enough;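 further: cells stimulated with NPY at EC10 then isoproterenol at EC100; 0% = low agonist plus stimulus and 100% = saturating agonist plus stimulus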
Target sequence (P25929 whole entry, looked up): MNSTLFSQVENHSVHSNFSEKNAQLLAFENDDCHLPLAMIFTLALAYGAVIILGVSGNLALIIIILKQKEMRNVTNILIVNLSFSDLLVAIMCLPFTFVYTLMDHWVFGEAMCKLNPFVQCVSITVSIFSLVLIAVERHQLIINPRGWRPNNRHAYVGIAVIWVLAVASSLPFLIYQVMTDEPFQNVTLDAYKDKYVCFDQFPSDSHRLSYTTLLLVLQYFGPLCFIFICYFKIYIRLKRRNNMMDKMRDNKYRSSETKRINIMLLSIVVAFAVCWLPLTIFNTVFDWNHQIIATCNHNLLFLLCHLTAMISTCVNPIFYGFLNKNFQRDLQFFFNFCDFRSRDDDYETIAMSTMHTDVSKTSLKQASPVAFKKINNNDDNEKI
Runt-SMMHC FRET: inhibitors of RUNX1 Runt–CBFb-SMMHC binding, primary screen, biochemical, FRET, Cerulean-Runt, Venus-CBFb-SMMHC, uHTS. hit rate 0.74% among 220,000. AID 1434, 2008. Runt-related transcription factor 1 (Homo sapiens) + Core-binding factor subunit beta …. inhibition, % at 20 µM. Cerulean-Runt/Venus-CBFb-SMMHC FRET ratio 530/480, 1 h;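 active means mean inhibition across duplicate retests at 20 µM reaching about 50%, limit read from the data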;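 further: 0% = DMSO wells and 100% = wells with excess untagged CBFb-SMMHC; inhibitors lower the FRET ratio by blocking Runt binding to CBFb-SMMHC; some results filed as inactive read as strong as hits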
NPY Y1 blocker: NPY-Y1 receptor antagonists, primary screen, cell-based. Neuropeptide Y receptor type 1 (Homo sapiens), P25929. HEK293-CNG Y1 cells, membrane potential fluorescence; NPY at EC95, then isoproterenol. inhibition, % at 3.6 µM. hit rate 1% among 200,000;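 active means inhibition above the campaign mean inhibition of all tested compounds plus 3 SD, cut at about 20% in these data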;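 further: 0% = DMSO wells given NPY plus isoproterenol and 100% = isoproterenol alone without NPY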
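Material: HEK293 Y1/CNG channel cell line | Also added: NPY (25 nM), isoproterenol (1 µM), Ro 20-1724 (25 µM) | Compound: One concentration, 3.6 µM, in 0.4% DMSO | Schedule: 3 h dye uptake, 1 h room-temperature compound, 45 min post-isoproterenol | Signal: Membrane-potential fluorescent dye readout | Read-out: % inhibition of NPY effect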
RBBP9 inhibitor: human RBBP9 inhibitors, primary screen, biochemical, fluorescence polarization, FP-Rh probe, HTS; Serine hydrolase RBBP9 (Homo sapiens), O75884; hit rate 0.2% among 220,000; recombinant RBBP9; inhibition, % at 7.94 µM; AID 1515, 2009;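 active means inhibition above the campaign mean of all tested compounds plus 3 SD, cut at about 14% in these data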;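 further: plate controls were DMSO wells with RBBP9 for no effect and wells lacking RBBP9 protein for full effect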
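System: RBBP9 protein | Quantity: 2.5 µM RBBP9 dispensing solution, before mixing | Reagent: FP-Rh probe, 375 nM dispensing solution | Timing: Enzyme-compound preincubation 30 min, then probe labeling 45 min, 25 °C | Measured by: Fluorescence polarization | Read-out: % inhibition | Replication: One well per compound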
MDM2 E3 inh: MDM2-luciferase reporter signal enhancers, primary screen, MDM2 E3 ligase inhibitor project, cell-based, luminescence, 1536-well. E3 ubiquitin-protein ligase Mdm2 (Homo sapiens), Q00987. cell-based MDM2 ubiquitination luciferase reporter, 2 h; 0 = plate control, 100 = twice control, blank-subtracted. signal enhancement, % at 5 µM. hit rate 0.11% among 210,000. AID 1230, 2008;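 active means signal enhancement of 30% or more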;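 further: luminescence tracks abundance of the self-degrading MDM2-luciferase fusion protein; higher signal means inhibition of MDM2 E3 ligase activity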
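Assay system: mammalian cells stably expressing self-ubiquitinating, self-degrading MDM2 E3–luciferase fusion. Quantity: 2000 cells in each well. Medium: DMEM culture medium. Compound dosing: single-point 5 µM. Timing: cell settling 4 h, compound treatment 2 h, both 37 °C. Technique: luciferase luminescence. Read-out basis: percent signal gain over controls, blank-subtracted. Benchmarks: plate controls and plate blanks.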
Starred values were filed as active, the others as inactive; / = no result given.

NPY1 pot ag,MDM2 E3 inh,NPY Y1 blocker,Hck Nef HTS,NPY2 pot ag,Runt-SMMHC FRET,p97 inhibitor,RBBP9 inhibitor,Runt-CBFb FRET,canonical_smiles
12,1,6,21,4,1,5,-4,0,Nc1ccc(Cc2ccccn2)cc1
-9,-4,8,13,-14,-5,3,1,0,c1ccc2c3c([nH]c2c1)C1(CCCCC1)NCC3
-1,-13,1,1,5,0,4,-2,1,Nn1cnnc1N/N=C/c1cc([N+](=O)[O-])c(Cl)cc1Cl
-12,-10,-1,20,-1,-7,-2,-10,-5,O=C(Cn1nc2ccccc2n1)N/N=C/c1cc(Cl)cc([N+](=O)[O-])c1O
8,3,-6,1,3,2,-5,-5,-3,Cc1ccc(C(=O)OCC(=O)c2c[nH]c3ccccc23)cc1
19,3,1,4,2,4,2,5,0,Cc1ccc(S(=O)(=O)NNC(=O)c2ccncc2)cc1
-22,-10,20*,2,-3,-1,-1,3,-7,Cc1cccc(Oc2nc(CN3CCOCC3)nc3sc4c(c23)CCCC4)c1
1,8,1,-12,-9,-2,0,0,1,CN(C(=O)c1coc(=O)c2ccccc12)c1ccc(Br)cc1
1,-17,21*,8,-1,-25,3,-7,-1,CN1Cc2cc(C(=O)c3cc(Cl)cc(CSc4ncccn4)c3O)cnc2NC1=O
7,-9,0,6,9,-1,2,-9,-2,CCCCC(=O)Nc1ncc([N+](=O)[O-])s1
-8,-2,2,1,0,1,2,-9,1,COC(=O)CCn1nnc(-c2ccc(C)cc2)n1
2,-7,-5,19,-4,0,-2,-1,-2,O=C(CSc1ccccc1)Nc1ccccc1C(=O)N1CCCC1
-15,2,4,11,-4,1,-2,-9,0,CCC(Sc1ncccn1)C(=O)Nc1cc(C)on1 (configuration not stated)
24,3,-2,0,12,6,-2,-8,-1,COCCN(Cc1cc2cc3c(cc2n2nnnc12)OCO3)C(=O)c1ccccc1F
-8,-7,10,9,1,7,-5,-14,2,O=C(Nc1nc(-c2ccc(Cl)cc2)cs1)c1cccnc1

More records
NPY1 pot ag,MDM2 E3 inh,NPY Y1 blocker,Hck Nef HTS,NPY2 pot ag,Runt-SMMHC FRET,p97 inhibitor,RBBP9 inhibitor,Runt-CBFb FRET,canonical_smiles
17,1,1,4,-8,-2,3,-2,2,CC(C)c1ccc(C2NC(=S)NC3=C2C(=O)CCC3)cc1 (configuration not stated)
10,-7,-2,0,8,0,0,-1,1,O=C(CN(Cc1cccs1)C(=O)CN1C(=O)COc2ccccc21)NCc1ccco1
9,-2,/,-5,2,-3,7,-3,0,CCc1[nH]c(C(=O)O)c(C)c1C(=O)OC
5,-5,7,6,2,-45,5,-7,-19,O=C(COc1ccc2c(C(F)(F)F)cc(=O)oc2c1)Nc1ccc(N2CCOCC2)cc1
-22,-23,2,1,-23,0,-5,-8,0,COC(=O)c1sccc1NC(=O)c1ccc(OC)c(OC)c1
-23,-36,13,-20,-12,-12,-8,-11,/,Cc1ccc(CN2CCN(/N=C/c3ccc(Cl)c([N+](=O)[O-])c3)CC2)cc1
-14,-7,3,21,-16,0,2,-4,0,COc1cc(C)nn1-c1ccc(Cl)cc1
1,-7,/,6,4,0,-5,-8,1,CC(C)(C)C(=O)Nc1cccc(-c2ncon2)c1
-35,-9,4,0,-18,-12,-7,-11,-5,N/C(=N\OC(=O)COc1ccc2ccccc2c1)c1cccnc1
-53,-22,13,1,-17,-7,0,2,-2,COc1ccc(OCC(=O)O/N=C(\N)Cc2ccc(Cl)cc2Cl)cc1
-18,-6,0,1,6,1,-2,-10,-2,Cc1ccn2cc(C(=O)Nc3ccccc3N3CCOCC3)nc2c1
3,-23,3,13,-11,-3,-2,-6,1,CSc1nnc(-c2nnc(SC)n2-c2ccccc2)n1-c1ccccc1
-14,-9,8,-4,0,-4,-2,-2,-4,C=C(C)Cn1c(N2CCC(Cc3ccccc3)CC2)nc2c1c(=O)[nH]c(=O)n2C
-5,-1,1,0,-7,-2,-2,-14,0,CC(=O)Nc1cc(S(=O)(=O)C(F)(F)F)ccc1Cl
9,/,/,-4,-21,3,-5,-6,2,COC(=O)c1cccc(N2CCCC2=O)c1

Ordered by the number under MDM2 E3 inh (largest number first): 3 from the list above
NPY1 pot ag,MDM2 E3 inh,NPY Y1 blocker,Hck Nef HTS,NPY2 pot ag,Runt-SMMHC FRET,p97 inhibitor,RBBP9 inhibitor,Runt-CBFb FRET,canonical_smiles
24,3,-2,0,12,6,-2,-8,-1,COCCN(Cc1cc2cc3c(cc2n2nnnc12)OCO3)C(=O)c1ccccc1F
-5,-1,1,0,-7,-2,-2,-14,0,CC(=O)Nc1cc(S(=O)(=O)C(F)(F)F)ccc1Cl
10,-7,-2,0,8,0,0,-1,1,O=C(CN(Cc1cccs1)C(=O)CN1C(=O)COc2ccccc21)NCc1ccco1

Next section:
NPY1 pot ag,MDM2 E3 inh,NPY Y1 blocker,Hck Nef HTS,NPY2 pot ag,Runt-SMMHC FRET,p97 inhibitor,RBBP9 inhibitor,Runt-CBFb FRET,canonical_smiles
-23,-17,-2,24,7,0,3,-4,-2,O=C(Nc1ccc(S(=O)(=O)NC2=NCCCCC2)cc1)c1ccc(=O)[nH]c1
-10,-19,-1,1,-3,-3,-3,-2,0,COc1ccc(CNc2nc3nc(C)cc(C)n3n2)cc1OC
-11,-19,7,2,6,3,1,-6,-4,CCc1ccc2c(c1)cc(CN(C(=S)Nc1ccccc1Cl)C1CC1)c1nnnn12
15,2,3,2,3,-50,1,-8,-16,COc1ccc(OC)c(C2C3=C(N=c4s/c(=C\c5cccc(O)c5)c(=O)n42)c2ccccc2CC3)c1 (configuration not stated)
28,-16,-9,1,22,-4,-6,-13,-2,Cc1snc(S(=O)(=O)Cc2ccccc2Cl)c1C#N
6,-5,0,-8,-9,-2,0,7,2,COc1cccc(OC)c1C(=O)NC(=S)N1CCOCC1
-1,-13,/,10,9,-4,5,-3,2,COc1ccc(/C=N\Nc2ccc([N+](=O)[O-])cc2[N+](=O)[O-])c(C(=O)O)c1OC
15,-5,/,4,2,-2,1,3,0,COc1ccc(C(=O)Cn2c(=N)n(C)c3ccccc32)cc1
3,-18,-1,2,2,4,2,7,3,CC(C)(C)C1CCC(=NNc2ncc(C(F)(F)F)cc2Cl)CC1 (configuration not stated)
-3,-11,1,0,-8,-1,-3,-2,1,CCOC(=O)N1CCN(c2ccc([N+](=O)[O-])cc2F)CC1C (configuration not stated)
34,6,-3,5,-7,-2,3,-3,0,Nc1ncnc(Nc2cccc(C(F)(F)F)c2)n1
-11,/,/,-4,-18,2,1,-9,2,COc1ccc2c(CC(=O)OCC(=O)Nc3cccc(S(N)(=O)=O)c3)coc2c1
31,/,-8,/,3,-1,4,1,-1,O=C1C(c2c(O)[nH]c3ccccc23)=Nc2ccccc21
-20,-16,4,16,-8,7,-2,-6,11,CC(C)(C)C(=O)/C(=C/c1ccncc1)n1cncn1
7,-15,-3,8,3,2,4,-3,0,CC(C)n1cc(C(=O)c2cc(Br)ccc2O)cc(C#N)c1=O

(next part)
NPY1 pot ag,MDM2 E3 inh,NPY Y1 blocker,Hck Nef HTS,NPY2 pot ag,Runt-SMMHC FRET,p97 inhibitor,RBBP9 inhibitor,Runt-CBFb FRET,canonical_smiles
7,-21,10,-3,-4,-1,-6,-3,0,CCc1ccccc1NC(=O)Cn1nnc(-c2cccs2)n1
-34,6,8,1,-13,-9,3,3,0,COc1ccc(C(=O)NNC(=O)C(=O)Nc2ccc(C)c(Cl)c2)cc1
-5,-18,3,-9,2,-1,1,-8,-2,CC(C)CCN1CC(C(=O)NCc2ccc(F)cc2)CC1=O (configuration not stated)
3,-11,-2,-1,17,-1,4,-9,-1,COCCOCCOCCC(=O)NC1CC2CCC1(C)C2(C)C (configuration not stated)
16,14,-1,2,13,8,-8,-9,0,O=C(O)C1CC=CCC1C(=O)Nc1ccc(N2CCN(Cc3ccccc3)CC2)cc1 (configuration not stated)
-2,-6,-1,2,-7,1,-2,-4,0,O=C(C1CCN(S(=O)(=O)c2cccc3nsnc23)CC1)N1CCc2ccccc21
-14,-16,-6,-1,4,-9,0,-1,2,O=C(CNc1ccccc1)Nc1ccc(F)cc1
8,-12,3,0,4,3,7,6,-1,c1ccc2c(c1)NC(CN1CCOCC1)CO2 (configuration not stated)
-22,2,5,8,0,0,0,-4,2,COc1ccc(NC(=O)c2c(C)cc(=O)oc2C)c(OC)c1
16,-5,-3,-1,4,4,1,12,2,CC(C)C(NC(=O)c1cccs1)c1nnc(SCC(=O)Nc2nccs2)n1C (configuration not stated)
